# Screens deposited in PubChem by several laboratories.
# 3CLpro inhibitor – SARS-CoV 3CLpro protease inhibition; recombinant SARS-CoV 3CLpro, quenched FRET peptide cleavage; inhibition, % at 6 µM; P0C6X7; AID 1706; 290,000 tested, 0.14% active; in the data active means inhibition above about 12%
# TcdB GH inh – inhibitors of Clostridioides difficile toxin B glycohydrolase. P18177. TcdB glycohydrolase enzymatic assay, plate reader. inhibition, % at 9.99 µM. 350,000 tested, 0.24% active. AID 652162; in the data active means inhibition above about 10%
# MazF activator – MazEF (E. coli) toxin RNase activation. P0AE70. FAM/BHQ RNA-DNA oligo cleavage fluorescence, 5 h. activation, % at 20 µM. 350,000 tested, 0.32% active. AID 504720; in the data active means activation above about 50%
# Y pestis TopoI – blocks Yersinia pestis topoisomerase I activity; Y. pestis Topo-I cleavage product accumulation, plate reader; activity, % at 10 µM; 360,000 tested, 0.064% active; in the data active means activity above about 50%, passing the limit was not always enough; further: inactives centre near 2
# SSB-PriA inh – K. pneumoniae PriA-SSBct interaction inhibition; AlphaScreen SSBct-PriA binding, biotinylated peptide; 430,000 tested, 0.6% active; inhibition, % at 33 µM; AID 1272365; in the data active means inhibition mostly above about 37%, no sharp cut-off; inactive means mostly below about 20%;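 further: plate controls were negative control peptide for no effect and reference peptide for full effect; strong numbers were not always called active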
# Vc quorum ag – quorum light induction in luxS cqsA deficient V. cholerae | V. cholerae BH1578 lux reporter, luminescence, 6 h | AID 588436 | 350,000 tested, 0.16% active | activation, % at 18.7 µM; in the data active means activation mostly above about 9.7%, no sharp cut-off; further: not every result past the cut was called active; inactives centre near 0; reference of the scale not given here
# PfHsp40 rescue – compounds rescuing yeast from Plasmodium falciparum HSP40 toxicity. growth rescue, % at 12.5 µM. AID 504582. 340,000 tested, 0.68% active. S. cerevisiae expressing PfHsp40, growth rescue, ATP luminescence; in the data active means growth rescue above about 28%, passing the limit was not always enough;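 further: yeast W303a lacking pdr1 and pdr3 grown in galactose medium; growth measured after three days at 30 °C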
# DUSP3 inh – DUSP3 (human) phosphatase inhibition | P51452 | recombinant VHR phosphatase, pNPP absorbance | inhibition, % at 13.3 µM | 290,000 tested, 0.52% active | AID 1654; in the data active means inhibition above about 50%; further: some compounds called inactive have numbers as strong as hits
# Rv3671c protease – inhibitors of M. tuberculosis serine protease Rv3671c | P9WHR9 | inhibition, % at 5.96 µM | 320,000 tested, 0.048% active | AID 2606; in the data active means inhibition above about 38%;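 further: extracellular domain of Rv3671c used as enzyme; 0% = enzyme with DMSO and 100% = no enzyme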
# Anthrax LF inh2 – anthrax lethal factor protease inhibition. P15917. multiplex microsphere protease cleavage assay, LF. inhibition, % at 10 µM. 360,000 tested, 0.12% active. AID 588501; in the data active means inhibition above about 30%; further: plate controls were buffer without enzyme for full effect and enzyme alone for no effect
# * marks the source's active call; other numbers are inactive results; i = inactive; / = no result given; & = joins results of further samples.
1. O=C(Nc1ccccc1N1CCOCC1)C1(c2ccc(Cl)cc2)CCC1
2. Cc1ccccc1N1CCN(S(=O)(=O)N(C)C)CC1
3. CCOC(=O)CCCNC(=O)CN1C(=O)NC(c2ccccc2)(c2ccccc2)C1=O
4. CC(C)(C)OC(=O)N1CCN(C(=O)Cn2cc(CCO)nn2)CC1
5. CC(=O)N1CCc2cc(S(=O)(=O)NC(C(=O)NCc3ccccc3)C(C)C)ccc21 (centres undefined)
6. Cc1cc(C)c(OCC(=O)Nc2nnc(-c3ccco3)o2)c(C)c1
7. CCc1cc(/C(Cc2csc(C)n2)=N/O)c(O)cc1O
8. O=c1c2ccccc2nc2n1C(CSc1ccccc1)CS2 (centres undefined)
Screen / compound no.,1,2,3,4,5,6,7,8
3CLpro inhibitor,0,0,2,4,1,-5,9,3
TcdB GH inh,0.8,-1.2,0.4,-0.1,/,-0.7,/,1.1
MazF activator,-1,-8,5,0,1,6,7,-8
Y pestis TopoI,14,-3,3,8,5,6,-2,-8
SSB-PriA inh,-22,-23,-21,-4,-26,-11,/,-2
Vc quorum ag,0.7,-0.5,-0.2,-0.5,i,i,-12,i
PfHsp40 rescue,-0.7,-0.3,1.4,-0.1,-0.6,-0.2,0.5,1.7
DUSP3 inh,28,16,21,3,31,17,-8,32
Rv3671c protease,-4,2,1,-6,0,6,22,-4
Anthrax LF inh2,-5,3,5,4,1,4,1,-4

9. Cc1ccc(C(=O)OC(C)C(=O)NCc2ccc3c(c2)OCO3)cc1S(=O)(=O)N1CCOCC1 (centres undefined)
10. C=CCn1c(SCC(=O)c2ccc(CNC(C)=O)o2)nc2scc(C3CC3)c2c1=O
11. CSCC[C@H](NC(=O)N1C[C@H]2C[C@@H](C1)c1cccc(=O)n1C2)C(=O)Nc1ccc(NC(C)=O)cc1
12. Cc1ccc(-c2nc3cnccn3c2Nc2ccc3c(c2)OCCO3)o1
13. O=C(NCc1ccc2c(c1)OCO2)C(c1ccco1)N(C(=O)c1csnn1)c1ccccc1 (centres undefined)
14. COc1ccccc1Cn1c(=O)[nH]c2cccnc21
15. O=C(CCNC(=O)N1CCn2c1nc1ccccc12)NCc1ccc(Cl)cc1
16. Cc1ccccc1OCCNC(=O)CNC(=O)c1ccccc1O
Screen / compound no.,9,10,11,12,13,14,15,16
3CLpro inhibitor,4,-2,3,4,2,-2,4,2
TcdB GH inh,0.1,/,-3.0,/,/,/,2.0,0.8
MazF activator,-18,-1,-11,14,6,-6,1,6
Y pestis TopoI,28,1,-8,-6,-2,-8,14,10
SSB-PriA inh,-1,-2,/,15,-17,-8,-5,3
Vc quorum ag,i,-0.4,-0.4,i,-0.3,-3.6,-0.4,0.2
PfHsp40 rescue,-1.0,0.2,-1.8,0.2,-1.4,0.4,1.3,0.3
DUSP3 inh,6,24,5,-2,-4,0,11,-19
Rv3671c protease,/,-1,5,5,2,-4,-4,-4
Anthrax LF inh2,-3,-1,4,-3,-6,0,-1,-2

17. CN1CC(=O)N(CC(=O)Nc2ccc(SC(F)F)cc2)C1=O
18. COc1ccc(C(=O)Nc2cc3c(cc2C(=O)O)OCCCO3)c(OC)c1
19. Cc1cccc(OCC(=O)NNC(=O)c2ccc3nc[nH]c3c2)c1
20. Cc1ccc2c(C(=O)CN3CCN(c4ccccc4)CC3)c(C)[nH]c2c1
21. NC(=O)c1nn(Cc2ccccc2)c(=O)c2ccccc12
22. C=CCNC(=S)N/N=C/c1ccc(-c2cc(Cl)ccc2Cl)o1
23. CCOC(=O)c1ccc(Cl)c(S(=O)(=O)N2CCCC2)c1
24. O=C(CSc1nc2ccsc2c(=O)n1CC1CCC(C(=O)O)CC1)c1ccc(F)cc1 (centres undefined)
Screen / compound no.,17,18,19,20,21,22,23,24
3CLpro inhibitor,3,3,/,-5,-3,-5,-2,-1
TcdB GH inh,0.6,2.3,1.3,/,0.8,/,-0.2,-0.1
MazF activator,-5,3,2,0,8,-6,20,-27
Y pestis TopoI,-2,6,-2,18,0,-3,15,-7
SSB-PriA inh,-12,-2,-15,3,-17,/,-12,-13
Vc quorum ag,i,-0.5,i,3.6,-0.5,/,-0.4,-0.9
PfHsp40 rescue,-0.9,0.9,0.0,-0.8,1.0,-0.1,-2.1,-0.8
DUSP3 inh,-4,16,/,-3,20,12,15,-8
Rv3671c protease,-1,-14,-1,5,0,-11,4,7
Anthrax LF inh2,-4,-9,1,-7,-2,0,2,-2

25. CNCC(O)c1ccc(O)c(O)c1 (centres undefined)
26. COC(=O)c1cc(N=Nc2sc(N)nc2C)cc(C(=O)OC)c1
27. CCCc1ccc(S(=O)(=O)N2CCN(C(C)C(=O)NCc3ccccc3)CC2)cc1 (centres undefined)
28. CC1CCN(S(=O)(=O)c2cccc(C(=O)NCC3CCCO3)c2)CC1 (centres undefined)
29. CS(=O)(=O)CCC(C(=O)n1nnc2ccccc21)N1C(=O)c2ccccc2C1=O (centres undefined)
30. CC(Oc1ccccc1)C(=O)NC1CCN(Cc2ccccc2)CC1 (centres undefined)
31. Cc1cccc(CS(=O)(=O)Cc2ccc(C(=O)O)o2)c1
32. Cc1ccc(C(=O)N/C(=C\c2cn(C)c3ccccc23)C(=O)NCCCN2CCOCC2)cc1
Screen / compound no.,25,26,27,28,29,30,31,32
3CLpro inhibitor,/,2,/,-5,4,0,-4,1
TcdB GH inh,-2.1,1.6,1.1,1.5,/,/,/,0.8
MazF activator,12,16,4,1,2,1,12,-1
Y pestis TopoI,-1,-9,15,10,-1,-4,3,2
SSB-PriA inh,-1,6,-5,-3,-22,-12,-9,-7
Vc quorum ag,i,i,-0.5,-1.7,-0.6,-0.5,-0.5,i
PfHsp40 rescue,-1.1,1.0,3.5,-1.7,0.7,0.3,0.1,0.1
DUSP3 inh,/,-4,/,6,-15,1,-9,17
Rv3671c protease,3,4,/,-3,-13,-2,7,-5
Anthrax LF inh2,-8,6,-4,-1,1,-11,-1,-5

# Records 30 through 32 of the list above:
30. CC(Oc1ccccc1)C(=O)NC1CCN(Cc2ccccc2)CC1 (centres undefined)
31. Cc1cccc(CS(=O)(=O)Cc2ccc(C(=O)O)o2)c1
32. Cc1ccc(C(=O)N/C(=C\c2cn(C)c3ccccc23)C(=O)NCCCN2CCOCC2)cc1
Screen / compound no.,30,31,32
3CLpro inhibitor,0,-4,1
TcdB GH inh,/,/,0.8
MazF activator,1,12,-1
Y pestis TopoI,-4,3,2
SSB-PriA inh,-12,-9,-7
Vc quorum ag,-0.5,-0.5,i
PfHsp40 rescue,0.3,0.1,0.1
DUSP3 inh,1,-9,17
Rv3671c protease,-2,7,-5
Anthrax LF inh2,-11,-1,-5

# The listing picks up, repeating the two entries before the break.
31. Cc1cccc(CS(=O)(=O)Cc2ccc(C(=O)O)o2)c1
32. Cc1ccc(C(=O)N/C(=C\c2cn(C)c3ccccc23)C(=O)NCCCN2CCOCC2)cc1
33. Cc1ccc(S(=O)(=O)N(C)c2ccccc2C(=O)Nc2ccc3c(c2)OCCO3)cc1
34. O=C(NC(=S)Nc1cccc(Cl)c1N1CCCC1)c1ccc(-c2cccc([N+](=O)[O-])c2)o1
35. CCCCNc1c(-c2ccc(SC3CCCCC3)c(OC)c2)nc2ccc(C)cn12
36. Cn1cc(S(=O)(=O)Nc2ccc(F)c(Cl)c2)c(=O)n(C)c1=O
37. CCOC(=O)C1(Cc2ccccc2C)CCCN(Cc2ccc(NC(C)=O)cc2)C1 (centres undefined)
38. CC(C)CC(=O)Nc1ccc(N2CCN(S(C)(=O)=O)CC2)cc1
39. COc1ccc(C(=O)NCCCc2nc3ccccc3n2Cc2cc(C)ccc2C)cc1OC
40. O=C(O)/C=C/C(=O)N1CCN(c2ccc(F)cc2)CC1
Screen / compound no.,31,32,33,34,35,36,37,38,39,40
3CLpro inhibitor,-4,1,1,1,/,0,-1,-1,-1,2
TcdB GH inh,/,0.8,1.7,3.9,1.2&1.9,-0.3,0.8,/,1.9,-1.3
MazF activator,12,-1,8,4,2,6,4,3,17,-4
Y pestis TopoI,3,2,18,1,19,3,-3,0,37,4
SSB-PriA inh,-9,-7,9,18,21,-13,-4,-7,6,-12
Vc quorum ag,-0.5,i,-0.3,-2.9,4.5,-0.2,-0.3,i,-0.3,i
PfHsp40 rescue,0.1,0.1,1.3,1.0,174*,0.7,-1.1,-0.6,-1.7,-0.4
DUSP3 inh,-9,17,1,-8,/,21,17,7,4,2
Rv3671c protease,7,-5,2,5,0,1,7,-4,0,8
Anthrax LF inh2,-1,-5,2,-2,-11&-12,-2,-7,-4,-15,0

41. NC(=O)COc1ccc(/C=C2\C(=O)ON=C2c2ccccc2)cc1
42. COc1ccc(C(c2c(C)[nH][nH]c2=O)c2c(C)[nH][nH]c2=O)cc1Br
43. CCC(=O)Nc1ccc(Nc2nc(Cl)nc(Nc3ccc(NC(=O)CC)cc3)n2)cc1
44. COc1cc(NC(=S)N2CCN(C(c3ccccc3)c3ccccc3)CC2)cc(OC)c1
45. O=c1nc(SCc2ccccc2Cl)nc(-c2ccc(Cl)cc2)[nH]1
46. CCC(C(=O)c1ccccc1)N(C(=O)c1ccccc1Cl)N1C(=O)C2C3C=CC(C3)C2C1=O (centres undefined)
47. COc1ccc2c(=O)c(C(=O)NCc3ccccc3)c[nH]c2c1
48. COc1ccc(NC(=O)c2cn(-c3ccccc3)nc2SC)cc1
Screen / compound no.,41,42,43,44,45,46,47,48
3CLpro inhibitor,/,-4,4,-2,-2,7,-1,1
TcdB GH inh,3.9,-0.7,0.3,/,0.4,/,-0.1,1.8
MazF activator,-3,10,-15,4,2,6,6,0
Y pestis TopoI,2,-3,-4,14,0,9,-4,-10
SSB-PriA inh,-9,-1,0,12,-19,-2,13,-10
Vc quorum ag,i,-0.2,0.1,i,-1.0,-1.4,i,i
PfHsp40 rescue,0.7,-1.1,1.1,7.6,-0.6,0.1,-1.4,0.7
DUSP3 inh,/,-10,22,-4,6,29,-23,21
Rv3671c protease,18,-7,0,-11,9,7,-20,-12
Anthrax LF inh2,-3,9,0,-5,-2,-6,1,2

# Copied from the list.
# compound 44 @ Anthrax LF inh2: -5
# compound 47 @ Rv3671c protease: -20
# compound 42 @ TcdB GH inh: -0.7

# Additional records:
49. CCc1ccc(NC2=NCC(=O)N2c2ccc3c(c2)OCCO3)cc1
50. CCC(CC)c1nnc(NC(=O)Oc2ccccc2)s1
51. COc1ccc(C2(C)NC(=O)N(CC(=O)NCc3ccccc3)C2=O)cc1OC (centres undefined)
52. Cc1oc2c(c(C)cc3oc(=O)c(CC(=O)NCC(=O)NCC(=O)O)c(C)c32)c1C
53. COc1ccc(NS(=O)(=O)c2ccc(O)c(C(=O)OCC(=O)NC(C)C3CC4CCC3C4)c2)cc1 (centres undefined)
54. C[C@H]1CN([C@@H](C)CO)C(=O)c2cc(-c3cccc(F)c3)cnc2O[C@@H]1CN(C)S(C)(=O)=O
55. O=C(CN1CCN(S(=O)(=O)c2ccc(F)cc2)CC1)Nc1ccc2c(c1)OCCO2
56. Cc1ccc(C)c(NC(=O)c2ccccc2Sc2ccc([N+](=O)[O-])cc2Cl)c1
57. COc1ccc(-c2cc(C(=O)Nc3ccc(OC)c(OC)c3)[nH]n2)c(C)c1
58. O=C(CCS(=O)(=O)c1ccc(Br)cc1)Nc1ccc2c(c1)OCO2
Screen / compound no.,49,50,51,52,53,54,55,56,57,58
3CLpro inhibitor,0,-3,4,-1,7,/,-1,5,/,5
TcdB GH inh,-0.3,/,0.8,-0.7,0.8,0.8&-0.2,/,1.5,1.0,/
MazF activator,5,1,12,/,-12,7,1,6,/,6
Y pestis TopoI,3,2,4,16,0,-7,6,12,-3,2
SSB-PriA inh,-9,-28,3,/,-1,/,4,0,/,11
Vc quorum ag,0.2,i,-0.6,-0.9,-0.1,-0.2,i,1.3,0.4,-0.9
PfHsp40 rescue,0.0,-0.3,-0.3,-1.0,-0.4,/,-0.1,0.2,/,1.9
DUSP3 inh,22,29,12,-8,17,/,15,17,/,22
Rv3671c protease,3,-11,8,-15,-2,/,-5,-6,/,0
Anthrax LF inh2,-5,7,-3,-8,-3,-6,4,-3,-3,0

# Some of the compounds tested, so the mix of outcomes need not match the whole.
